# NSD2 inh: NSD2 (human) methyltransferase inhibition; 310,000 compounds, 0.54% hits; inhibition, % at 12.5 µM; NSD2 peptide methylation, AlphaScreen, 120 min; O96028; in the data active means inhibition above about 50%
# Cardiac RTF inh: cardiac RTF calcium desensitization; P19429+P45379; IANBD-labeled cardiac RTF, Ca2+ fluorescence; inhibition, % at 7.15 µM; 340,000 compounds, 0.12% hits; AID 493244;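 active means inhibition above the mean inhibition of all tested compounds plus 3 SD, cut at about 17% in these data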;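 further: assay run at fixed EC70 calcium of 1.6 mM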
# PKA-R2B act: activators of human PKA-R2B complex | P22694+P31323 | PKA-R2B holoenzyme dissociation, Cy5-IP20 fluorescence polarization; R2B truncated from residue 108, S112A mutant; 0% DMSO only, 100% 113 µM cGMP | activation, % at 11.4 µM | 340,000 compounds, 0.079% hits | AID 504700;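 active means activation above a cutoff set at the mean over all compounds plus 3 SD, cut at about 18% in these data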;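 further: higher means more holoenzyme dissociation and a rise in polarization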
# Keap1 Nrf2 FP: disrupts human Keap1 binding to Nrf2 peptide | Q14145 | Keap1 Kelch-Nrf2 peptide fluorescence polarization, 1536-well | inhibition, % at 9.4 µM | 340,000 compounds, 0.15% hits | AID 504523; in the data active means inhibition above about 12%;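 further: human Keap1 Kelch domain with fluorescein labeled Nrf2 9mer peptide probe; 0% = neutral control wells and 100% = peptide positive control; higher means more block of Keap1 binding to Nrf2 peptide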
# SR-BI DiI inh: mouse SR-BI HDL lipid transfer inhibition; Q61009; ldlA[mSR-BI] CHO cells, DiI-HDL uptake fluorescence, 3 h; inhibition, % at 12.5 µM; 320,000 compounds, 0.96% hits;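 active means mean replicate inhibition of at least 70% and a set share of replicates each scoring 70 or more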;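 further: 0% = median of neutral control wells and 100% = median of positive control wells; values of inactives mirror those of a sister screen read the other way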
# PvdQ acylase: blocks Pseudomonas aeruginosa PvdQ acylase activity. purified PvdQ acylase, fluorescence plate reader. inhibition, % at 10 µM. 340,000 compounds, 0.063% hits; in the data active means inhibition above about 30%, passing the limit was not always enough;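 further: 0% = vehicle neutral wells and 100% = reference inhibitor wells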
# LANA DNA inh: KSHV C-LANA DNA binding inhibition. 340,000 compounds, 0.078% hits. AID 504423. MBP-C-LANA/FAM-LBS DNA binding, fluorescence polarization. inhibition, % at 9 µM;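 active means highest replicate inhibition at or above 60% at 9 µM, even if other replicates fall short; inactive means all replicates below 60% inhibition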;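 further: 0% = neutral control wells and 100% = 4 µM acridine orange control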
# DAGLB inhibitor: blocks human DAGLB lipase activity. inhibition, % at 5.17 µM. 340,000 compounds, 0.059% hits. HEK293T DAGLB membrane lysate, EnzChek fluorogenic substrate. Q8NCG7; in the data active means inhibition above about 34%;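 further: 0% = enzyme with vehicle and 100% = wells lacking enzyme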
# Target sequence (Q8NCG7 whole entry, looked up): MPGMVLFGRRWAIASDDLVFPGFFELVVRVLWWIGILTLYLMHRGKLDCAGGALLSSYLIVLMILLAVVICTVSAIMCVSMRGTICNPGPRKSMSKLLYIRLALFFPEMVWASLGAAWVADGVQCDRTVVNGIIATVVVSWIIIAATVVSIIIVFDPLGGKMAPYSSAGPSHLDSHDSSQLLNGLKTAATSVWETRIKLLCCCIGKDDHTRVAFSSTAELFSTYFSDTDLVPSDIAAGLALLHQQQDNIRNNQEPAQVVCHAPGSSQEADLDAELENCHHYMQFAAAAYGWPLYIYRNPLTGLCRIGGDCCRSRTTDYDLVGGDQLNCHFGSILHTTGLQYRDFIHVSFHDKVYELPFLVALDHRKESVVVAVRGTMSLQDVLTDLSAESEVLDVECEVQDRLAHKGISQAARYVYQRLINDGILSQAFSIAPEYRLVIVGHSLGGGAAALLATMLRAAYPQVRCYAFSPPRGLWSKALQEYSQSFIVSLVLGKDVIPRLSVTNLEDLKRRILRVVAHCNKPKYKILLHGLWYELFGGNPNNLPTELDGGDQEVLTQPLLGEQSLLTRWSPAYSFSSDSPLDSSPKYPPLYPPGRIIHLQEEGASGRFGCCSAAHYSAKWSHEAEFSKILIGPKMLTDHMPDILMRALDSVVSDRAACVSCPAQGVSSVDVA
# SR-BI DiI-HDL act: activators of SR-BI mediated HDL lipid uptake; activation, % at 12.5 µM; 320,000 compounds, 0.096% hits; CHO ldlA[mSR-BI] cells, DiI-HDL uptake fluorescence, 3 h; 100 = double the neutral-control signal; AID 504775;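 active means mean replicate activation of at least 60% and every replicate at or above 60%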;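 further: 0% = median plate neutral-control signal and 100% = twice that signal; values of inactives mirror those of a sister screen read the other way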
#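 Material: SR-BI-overexpressing, LDLR-lacking CHO cells | Dosing: Single compound concentration, delivered by pin transfer | Probe or stimulus: Labelled HDL, 10 µg/mL | Signal: Bottom-read cell fluorescence after medium removal, ex 550/em 595 nm | Schedule: 3 h, 37 °C | Evaluation: HDL uptake via cellular fluorescence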
# Arr AP2 block: human beta-arrestin and AP2 interaction inhibition. 340,000 compounds, 0.31% hits. inhibition, % at 10 µM. FITC-arrestin peptide / GST-AP2 beads, flow cytometry; AP2 beta2 appendage carries R879A mutation. AID 504490;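 active means inhibition above a set limit, near 3 SD of compounds lacking own fluorescence, cut at about 54% in these data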;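 further: plate controls were DMSO wells for no effect and 5 µM unlabelled arrestin peptide for full effect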
#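 Measured by: flow cytometry, FL1 (488/535 nm); Material: AP2 appendage R879A on GSH beads; Evaluation: percent response; Timing: pre-incubation 12 min, peptide binding 1 h, room temperature; Also added: 50 nM FITC-arrestin peptide; Medium: PBS with 0.05% Tween 20 and 0.1% BSA.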
# * = called active by the depositor; x = not tested or not shown.
SMILES,NSD2 inh,Cardiac RTF inh,PKA-R2B act,Keap1 Nrf2 FP,SR-BI DiI inh,PvdQ acylase,LANA DNA inh,DAGLB inhibitor,SR-BI DiI-HDL act,Arr AP2 block
Cc1cccc(NC(=O)COc2ccc(/C=N\n3cnnc3)cc2)c1,-2,-7,-5,-1,-13,9,1.7,-1,13,0
Cc1ccc(CNC(=O)CSc2ccsc2[N+](=O)[O-])cc1,6,-15,5,-4,5,-2,3.5,-3,-5,10
CC(=O)Nc1ccc(/C=N/N2CCCCC2)cc1,3,-4,2,1,3,18,-1.6,-1,-3,36
COCCNC(=O)CN1CCN(S(=O)(=O)c2ccc3c(c2)CCCC3)CC1,1,-7,4,-2,-15,1,-0.7,-5,15,21
O=C(NCCCN1CCOCC1)c1cc(-c2ccc(Br)cc2)on1,0,-5,1,-2,43,-7,-2.8,2,-43,9
Cc1cc(C)nc(SCCC(=O)Nc2ccc(F)cc2)n1,-4,0,-3,-2,24,2,0.2,-2,-24,29
COc1cccc(-c2nc(CS(=O)(=O)CC(=O)NCc3ccc(Cl)cc3)c(C)o2)c1,x,5,1,0,13,-6,0.2,0,-13,-3
Cc1cc(O)c(Sc2ccc(Cl)cc2)c(=O)[nH]1,-2,-8,6,2,-13,-13,-1.3,1,13,2
CCOCC(=O)N1CCN(c2ccc(F)cc2)CC1,3,3,-7,0,-9,9,-1.9,-2,9,3
CCCCNC(=O)[C@H](Cc1c[nH]c2ccccc12)NC(=O)c1ccccc1Cl,2,-3,3,4,31,5,-1.8,0,-31,47
Cc1cccc(CN2C(=O)CCSc3ccc(Cl)cc32)c1,-2,-3,-11,-4,x,-5,-0.2,-2,x,0
CC(C)(Oc1ccc(Cl)cc1)C(=O)Nc1c2c(nn1C(C)(C)C)CS(=O)(=O)C2,0,-27,4,0,-47,-13,-1.3,3,47,-23

# 3 structures out of the list, arranged by formula weight, high to low.
SMILES,NSD2 inh,Cardiac RTF inh,PKA-R2B act,Keap1 Nrf2 FP,SR-BI DiI inh,PvdQ acylase,LANA DNA inh,DAGLB inhibitor,SR-BI DiI-HDL act,Arr AP2 block
CC(C)(Oc1ccc(Cl)cc1)C(=O)Nc1c2c(nn1C(C)(C)C)CS(=O)(=O)C2,0,-27,4,0,-47,-13,-1.3,3,47,-23
CCCCNC(=O)[C@H](Cc1c[nH]c2ccccc12)NC(=O)c1ccccc1Cl,2,-3,3,4,31,5,-1.8,0,-31,47
CC(=O)Nc1ccc(/C=N/N2CCCCC2)cc1,3,-4,2,1,3,18,-1.6,-1,-3,36

# The listing continues.
SMILES,NSD2 inh,Cardiac RTF inh,PKA-R2B act,Keap1 Nrf2 FP,SR-BI DiI inh,PvdQ acylase,LANA DNA inh,DAGLB inhibitor,SR-BI DiI-HDL act,Arr AP2 block
Nc1nn2c(-c3ccccc3)cc(=O)[nH]c2c1N=Nc1ccc(Br)cc1,4,3,2,-2,15,-11,0.5,4,-15,6
CCn1c(COc2ccc3c(c2)CCCC3)nnc1SCC(=O)Nc1nccs1,-1,-6,0,-2,9,-12,0.2,-4,-9,0
CC1(C)OC(c2ccccc2)=C/C(=C/C=C2C(=O)c3ccccc3C2=O)O1,9,-12,7,0,-9,-3,0.7,6,9,-1
Cc1nc(C(C)NC(=O)CCc2nnc(-c3ccsc3)o2)cs1 (centres undefined),0,-3,-11,-2,x,1,-0.3,-2,x,29
O=C(CSc1nnc(C2CCCCC2)o1)Nc1ccccc1Cl,-4,-5,2,1,x,-11,0.2,-2,x,5
C=CCOc1cccc(C2C(C(=O)c3ccco3)=C(O)C(=O)N2Cc2cccnc2)c1 (centres undefined),0,2,-1,-5,-2,-12,0.2,0,2,3
COc1ccc(CNC(=O)C(=O)NCCC2CCCCN2S(=O)(=O)c2cccs2)cc1 (centres undefined),-4,-1,-6,1,-2,8,0.9,0,2,-12
Cc1cc(C(=O)NCC(c2ccco2)N2CCCC2)c2ccccc2n1 (centres undefined),1,-1,8,0,3,-16,1.4,1,-3,-8
Cc1nn(CC(=O)NC(=O)NC2CCCC(C)C2C)c(=O)c(C#N)c1C (centres undefined),-8,-38,-3,4,-1,-9,-1.3,2,1,-16
CC(C)c1cc(C(C)C)n2nc(N)nc2n1,-4,-6,2,2,-6,-6,-2.3,2,6,20
O=C(NCCCn1ccnc1)C(=O)NCc1ccc(Cl)cc1,-1,-4,-8,0,8,6,1.2,-2,-8,27
C[C@@H]1C(c2ccccc2)=NN(c2ccccc2)[C@H]1C(=O)N1CCOC1=O,x,-1,-2,-5,30,-12,-0.1,-1,-30,-7
CC(=O)c1cccc(NC(=O)C2(c3ccccc3)CC2(Cl)Cl)c1 (centres undefined),-5,5,-3,-3,18,-7,-0.6,-3,-18,-2
COc1cccc(C2CC(c3ccc(Cl)cc3)n3nc(N)nc3N2)c1 (centres undefined),x,-4,-3,-1,-13,7,-1.1,5,13,23
COC1=C(Nc2ccccc2OC)C(=O)c2ccccc2C1=O,74*,x,x,-2,-5,4,-0.1,x,5,40
CC1NC(=O)NC1CCCCCC(=O)Nc1ccc(F)c(Cl)c1 (centres undefined),103*,0,-6,4,3,1,2.5,1,-3,-8
Cc1csc(NC(=O)c2cc(-c3ccncc3)nc3ccccc23)n1,6,-9,12,-3,x,0,-0.4,4,x,42
COc1ccc2[nH]c(=O)c(CN(Cc3ccco3)Cc3nnnn3Cc3ccccc3)cc2c1,x,-3,-4,-7,-34,-5,-0.3,5,34,-2
FC(F)(F)c1cccc(OCC2CNC(=S)O2)c1 (centres undefined),-2,-11,-5,-6,-21,-17,4.7,-4,21,-5
Cn1cc(SCC(=O)NCc2ccc3c(c2)OCO3)c2ccccc21,x,0,2,0,-19,-3,-1.1,-2,19,20
c1ccc(N=Nc2ccc3cccccc2-3)cc1,41,-3,-4,-2,30,-19,x,21,-30,0
Cc1cc(OCc2cc(C(=O)N3CCN(C)C(=O)[C@@H]3C)no2)cc(C)c1Cl,3,-13,0,2,23,-5,-0.7,-1,-23,18
Cc1csc(NC(=O)CSc2nnc(-c3ccccn3)n2-c2ccc(C)c(C)c2)n1,0,-12,-4,3,-1,-2,0.7,2,1,-4
[O-]C1=N/[N+](=C/c2ccccc2)CC1,19,-4,0,0,x,-1,-1.5,0,x,0
O=C(CS(=O)(=O)c1c[nH]c2ccccc12)N1CCCc2ccccc21,x,-3,-4,1,-8,-7,-1.7,-2,8,-10
CCOC(=O)C(CC)/C(C)=N\NC(=O)c1cccc(C)c1 (centres undefined),-1,2,-15,3,-7,5,-0.1,-4,7,31
C/C=C/C=C/C(=O)N1CC2(CC(c3cccc(NC(=O)CCCCC)c3)=NO2)C[C@H]1C(N)=O (some centres undefined),x,-7,4,-19,17,-11,0.5,0,-17,1
CCOC(=O)C1CCN(c2ncnc3c2cnn3-c2ccc(OC)cc2)CC1,13,-2,-2,-4,7,4,-0.8,0,-7,9
Cc1ccc(CN2CCNC(=O)C2CC(=O)N(C)C2CCCCC2)cc1 (centres undefined),5,-3,6,0,-37,8,1.7,0,37,-21
O=S1(=O)c2cccc3cccc(c23)N1Cc1ccc(-c2nnco2)cc1,-4,2,-8,-1,56,-14,1.8,-1,-56,-6
CN(C(=O)COc1ccccc1)c1nnc(-c2cccnc2)s1,-8,-4,-6,0,4,-3,1.2,0,-4,5
CCOc1ccc(CNCc2cccnc2)cc1,1,-8,4,-1,-34,-7,-0.1,0,34,19
Cc1ccc(NC(=O)CCn2c(=O)[nH]c3ccsc3c2=O)cc1,-2,3,0,-7,x,-3,0.4,0,x,7
CCCC(=O)Nc1nc2ccc(OC)cc2s1,x,-3,-7,-1,19,-13,0.7,-2,-19,6
COc1ccc(NS(=O)(=O)c2ccc3nc(COc4ccc(C#N)cc4)[nH]c3c2)cc1,-2,4,6,-4,11,-4,0.5,-1,-11,34
COc1ccc(S(=O)(=O)N2CCCCC2)cc1NC(=O)C1CSC2(C)CCC(=O)N12 (centres undefined),-3,3,-5,-6,25,4,-0.4,-2,-25,9
CCS(=O)(=O)N1CCC(C(=O)NCc2cccs2)CC1,-4,-5,-1,-4,-2,1,-0.6,0,2,-3
O=C(Nc1cccc(S(=O)(=O)NC2=NCCCCC2)c1)C1COc2ccccc2O1 (centres undefined),3,-1,3,-1,5,-10,2.5,0,-5,-4
Cc1cccc(NC(=O)CSc2nc(=O)n(CCCN3CCOCC3)c3c2CCCC3)c1,1,-6,-13,-4,-10,-4,-1.9,3,10,-2
Cc1ccc(-n2ncc3c2CC(C)(C)CC3NC(=O)Cc2c(C)noc2C)cc1 (centres undefined),-4,-1,-6,-2,40,6,0.1,0,-40,-4

# Structural class: the entries above with two or more sulfur atoms
SMILES,NSD2 inh,Cardiac RTF inh,PKA-R2B act,Keap1 Nrf2 FP,SR-BI DiI inh,PvdQ acylase,LANA DNA inh,DAGLB inhibitor,SR-BI DiI-HDL act,Arr AP2 block
Cc1ccc(CNC(=O)CSc2ccsc2[N+](=O)[O-])cc1,6,-15,5,-4,5,-2,3.5,-3,-5,10
CCn1c(COc2ccc3c(c2)CCCC3)nnc1SCC(=O)Nc1nccs1,-1,-6,0,-2,9,-12,0.2,-4,-9,0
Cc1nc(C(C)NC(=O)CCc2nnc(-c3ccsc3)o2)cs1 (centres undefined),0,-3,-11,-2,x,1,-0.3,-2,x,29
COc1ccc(CNC(=O)C(=O)NCCC2CCCCN2S(=O)(=O)c2cccs2)cc1 (centres undefined),-4,-1,-6,1,-2,8,0.9,0,2,-12
Cc1csc(NC(=O)CSc2nnc(-c3ccccn3)n2-c2ccc(C)c(C)c2)n1,0,-12,-4,3,-1,-2,0.7,2,1,-4
COc1ccc(S(=O)(=O)N2CCCCC2)cc1NC(=O)C1CSC2(C)CCC(=O)N12 (centres undefined),-3,3,-5,-6,25,4,-0.4,-2,-25,9
CCS(=O)(=O)N1CCC(C(=O)NCc2cccs2)CC1,-4,-5,-1,-4,-2,1,-0.6,0,2,-3

# From PubChem BioAssay
